Pemphigus Ab inh – inhibitors of pemphigus antibody binding to human desmoglein-3. hit rate 0.48% among 310,000. binding (percent of control), % at 10 µM. DSG3-coupled beads, scFv-anti-DSG3-GFP binding, flow cytometry; active compounds read low. P32926;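 active = binding more than 3 SD below its plate's average and above zero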;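 also: hits lower antibody fragment binding to DSG3; some compounds called inactive have numbers as strong as hits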
Target sequence (P32926 whole entry, looked up, the tested form may be a part): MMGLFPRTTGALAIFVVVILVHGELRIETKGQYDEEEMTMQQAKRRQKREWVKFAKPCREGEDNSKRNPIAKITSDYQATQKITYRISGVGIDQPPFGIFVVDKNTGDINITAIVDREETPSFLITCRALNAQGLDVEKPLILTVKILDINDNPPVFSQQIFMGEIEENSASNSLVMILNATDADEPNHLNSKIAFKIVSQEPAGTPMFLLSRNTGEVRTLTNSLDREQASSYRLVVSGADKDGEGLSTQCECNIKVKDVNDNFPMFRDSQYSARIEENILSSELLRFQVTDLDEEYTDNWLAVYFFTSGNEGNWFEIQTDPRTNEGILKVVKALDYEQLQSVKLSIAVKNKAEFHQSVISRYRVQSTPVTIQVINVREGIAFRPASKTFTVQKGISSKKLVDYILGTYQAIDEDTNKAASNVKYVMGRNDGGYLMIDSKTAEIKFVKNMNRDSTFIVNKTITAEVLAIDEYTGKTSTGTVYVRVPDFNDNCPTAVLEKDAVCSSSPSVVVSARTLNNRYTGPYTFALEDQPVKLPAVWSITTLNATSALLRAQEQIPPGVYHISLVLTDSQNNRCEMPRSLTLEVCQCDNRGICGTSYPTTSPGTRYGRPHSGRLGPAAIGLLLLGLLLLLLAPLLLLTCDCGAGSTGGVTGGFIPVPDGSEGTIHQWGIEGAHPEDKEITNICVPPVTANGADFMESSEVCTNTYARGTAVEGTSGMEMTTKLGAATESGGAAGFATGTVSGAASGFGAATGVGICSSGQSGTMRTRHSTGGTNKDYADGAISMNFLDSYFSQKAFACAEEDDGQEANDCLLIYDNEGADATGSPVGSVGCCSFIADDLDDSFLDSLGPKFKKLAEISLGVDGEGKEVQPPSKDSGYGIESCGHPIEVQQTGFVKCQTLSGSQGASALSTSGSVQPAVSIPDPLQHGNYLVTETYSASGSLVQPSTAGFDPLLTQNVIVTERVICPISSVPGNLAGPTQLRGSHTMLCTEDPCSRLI
RTF Ca sens inh – cardiac RTF calcium desensitization; P19429+P45379; AID 493244; inhibition, % at 7.15 µM; hit rate 0.12% among 340,000; IANBD-labeled cardiac RTF, Ca2+ fluorescence;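 active = inhibition above the mean inhibition of all tested compounds plus 3 SD, cut at about 17% in these data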;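 also: assay run at fixed EC70 calcium of 1.6 mM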
Arrestin-AP2 inh – inhibitors of human beta-arrestin and AP2 interaction; hit rate 0.31% among 340,000; FITC-arrestin peptide / GST-AP2 beads, flow cytometry; AP2 beta2 appendage carries R879A mutation; inhibition, % at 10 µM; AID 504490;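 active = inhibition above a set limit, near 3 SD of compounds lacking own fluorescence, cut at about 54% in these data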;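 also: plate controls were DMSO wells for no effect and 5 µM unlabelled arrestin peptide for full effect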
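test system = AP2 appendage R879A on GSH beads | buffer or medium = PBS plus Tween 20 (0.05%) and BSA (0.1%) | incubation = 12 min plus 1 h, RT | detection = bead flow cytometry, FITC channel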
Keap1-Nrf2 PPI – Keap1-Nrf2 (human) interaction inhibition | Q14145 | Keap1 Kelch-Nrf2 peptide fluorescence polarization, 1536-well | inhibition, % at 9.4 µM | hit rate 0.15% among 340,000; in the data active = inhibition above about 12%;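 also: human Keap1 Kelch domain with fluorescein labeled Nrf2 9mer peptide probe; 0% = neutral control wells and 100% = peptide positive control; higher means more block of Keap1 binding to Nrf2 peptide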
LANA DNA inh – inhibitors of KSHV LANA C-terminal domain DNA binding; inhibition, % at 9 µM; MBP-C-LANA/FAM-LBS DNA binding, fluorescence polarization; hit rate 0.078% among 340,000;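 active = highest replicate inhibition at or above 60% at 9 µM, even if other replicates fall short; inactive = all replicates below 60% inhibition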;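 also: 0% = neutral control wells and 100% = 4 µM acridine orange control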
CAL PDZ FP-1 – inhibitors of human CAL PDZ peptide binding | Q9HD26 | hit rate 0.02% among 330,000 | inhibition, % at 20 µM | AID 504414 | purified CAL PDZ, TMR-peptide fluorescence polarization, 1 h;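 active = highest replicate inhibition of at least 40%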;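 also: plate controls were DMSO neutral control wells for no effect and unlabeled competitor peptide control wells for full effect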
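Test system: purified CerCALP PDZ construct; Compound dosing: one concentration, 20 µM compound; Also added: TMR-labelled reporter peptide T*-PRC34 bound in PDZ groove; Read-out: inhibition from polarization loss; Controls: unlabelled peptide and DMSO controls; Signal: FP readout, S and P plane fluorescence; Incubation: 1 h at RT.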
CAL PDZ FP-2 – inhibitors of human CAL PDZ peptide binding | Q9HD26 | purified CAL PDZ, TMR-peptide fluorescence polarization, 1 h | inhibition, % at 24.9 µM | hit rate 0.92% among 300,000 | AID 602252;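 active = mean inhibition of at least 30% with at least half of replicates also reaching 30%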;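 also: 0% = DMSO neutral control and 100% = excess unlabeled competitor peptide PRC23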
DAGLB inh – blocks human DAGLB lipase activity; inhibition, % at 5.17 µM; hit rate 0.059% among 340,000; HEK293T DAGLB membrane lysate, EnzChek fluorogenic substrate; in the data active = inhibition above about 34%;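 also: 0% = enzyme with vehicle and 100% = wells lacking enzyme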
V-ATPase pHluor – regulators of yeast V-ATPase proton transport. S. cerevisiae, pHLuorin cytosolic pH fluorescence. response, % at 10 µM. hit rate 0.37% among 350,000; in the data active = response mostly above about 7.3%, no sharp cut-off; inactive = mostly below about 5.4%; also: actives read high; inactives centre near 0; some compounds called inactive have numbers as strong as hits
NSD2 inh – inhibitors of human histone methyltransferase NSD2 | NSD2 peptide methylation, AlphaScreen, 120 min | hit rate 0.54% among 310,000 | inhibition, % at 12.5 µM; in the data active = inhibition above about 50%
* marks the source's active call; other numbers are inactive results; · = no result given. An excerpt, so the mix of outcomes need not match the whole.

Sequence of screens – Pemphigus Ab inh	RTF Ca sens inh	Arrestin-AP2 inh	Keap1-Nrf2 PPI	LANA DNA inh	CAL PDZ FP-1	CAL PDZ FP-2	DAGLB inh	V-ATPase pHluor	NSD2 inh
[1] CCOC(=O)c1cc(-c2ccccc2)n(CCC(=O)NC(C)CC)c1C (centres undefined)
 : 99.7	-2.2	9.4	-4.0	1.4	·	-3.1	-2.4	5.0	2.7
[2] CCN(CCC(=O)Nc1ccc(Br)c(C)c1)Cc1ccccc1
 : 104.4	-4.2	0.6	1.7	1.4	-0.6	8.3	-3.4	-0.8	3.8
[3] O=C(O)c1ccccc1Cc1ccc2c(c1)CCCC2
 : 91.5	6.1	-3.6	-2.6	-0.8	-0.8	-12.1	2.1	-0.4	-1.2
[4] CC(C)[C@@H]1NC(=O)c2cc([N+](=O)[O-])cc(I)c2OCC[C@@H](C(N)=O)NC(=O)[C@H](CCC(=O)O)NC1=O
 : 100.2	3.8	3.6	1.4	0.1	-0.2	-1.9	0.8	10.5	·
[5] Cc1c(NC=C(C#N)C#N)c(=O)n(-c2ccccc2)n1C
 : 99.4	-6.9	3.2	-3.3	-0.4	-8.4	1.6	-0.8	-2.3	-5.7
[6] CCOc1cc(NC(=S)NC)c(OCC)cc1NC(=O)c1cccs1
 : 101.3	0.3	-12.8	-1.1	-1.1	-2.8	-4.9	-3.5	-2.4	27.0
[7] C/C(CC(=O)Nc1ccccc1Br)=N\NC(=O)C(=O)N1CCCC1
 : ·	-2.8	4.2	-2.9	-1.3	-0.4	108.0*	2.2	-3.1	12.8
[8] COc1cc(/C=C\C(=O)NCc2ccc3c(c2)cc(C)n3C)cc(OC)c1OC
 : 94.1	-4.6	-2.5	0.4	2.6	1.3	-5.3	0.9	1.4	·
[9] Cc1nc(NNC(=O)c2ccccc2)cc(-c2ccccc2)n1
 : 109.3	0.2	5.6	-2.8	2.6	-0.5	-2.9	0.6	2.4	-9.0
[10] Cn1nnnc1SCC(=O)Nc1ccccc1N1CCCCC1
 : 102.5	-8.8	-0.1	0.5	0.8	-1.7	0.8	-2.7	2.7	·
[11] O=C1CCC(=O)N1CC(=O)N1CCCc2ccccc21
 : 112.0	9.6	0.7	-4.9	-1.3	-0.4	-2.4	-1.3	2.2	-0.3
[12] O=C(CC12CC3CC(C1)CC(CC(=O)NC1=NCCS1)(C3)C2)NC1=NCCS1
 : 94.8	-0.6	27.4	0.8	-0.2	-0.2	0.0	-1.2	5.2	-2.1
[13] Cc1ccc(-n2c(C)cc(C)c(C#N)c2=O)cc1Cl
 : 96.7	-6.2	18.3	6.6	-1.2	-0.3	-3.6	1.8	3.9	1.5
[14] CC(C)(C)NCc1cc(Br)ccc1OC1CCCC1
 : 101.5	-2.0	32.1	3.1	0.7	-1.7	-3.6	-0.4	-0.7	2.3
[15] CCOc1ccc(CNC(=O)CCc2cn(C)c3ccccc23)cc1
 : 102.0	-3.4	-11.9	-7.8	-1.6	0.5	14.9	-2.7	-0.5	-4.4
[16] CC1=NN(C(=O)c2ccc(Cl)cc2)C(O)(c2ccccc2)C1 (centres undefined)
 : 106.0	-3.9	·	0.1	-0.8	-0.4	0.3	0.0	-2.7	0.8
[17] Cc1ccc2nc(SCC(=O)NCc3ccc(F)cc3)[nH]c2c1
 : 104.1	-4.8	18.3	-0.7	1.0	-2.0	-3.1	-7.5	2.0	-2.1
[18] CCCN(CCC)CCCNC(=O)c1cn(C)c2ccc(S(=O)(=O)N(C)C3CCCCC3)cc2c1=O
 : 100.2	5.2	-3.9	-7.8	3.0	-1.6	11.1	0.1	-2.5	42.1
[19] Cc1cccc(C(=O)NC(CC(=O)O)c2ccc(OC3CCCC3)cc2)c1[N+](=O)[O-] (centres undefined)
 : 84.1	-6.9	4.5	-1.9	1.5	-1.9	0.1	-4.5	5.2	-0.9
[20] Cc1cc(-n2c(C)cc(C(=S)N3CCOCC3)c2C)ccc1Br
 : ·	4.5	0.9	-1.9	3.0	-0.7	-4.0	-3.4	-3.1	4.6
[21] CC1CCCCC1NC(=O)COC(=O)c1ccc2c(c1)NC(=O)CS2 (centres undefined)
 : 96.8	5.4	-16.6	-4.5	0.0	-0.4	·	1.2	-2.0	0.9
[22] Nc1nc(-c2sc3nc4c(cc3c2N)CCCC4)nc(N2CCOCC2)n1
 : 90.0	0.4	10.0	2.3	-1.0	-1.2	-4.6	1.6	-0.9	-1.9
[23] COC(=O)c1cc(CN2CCN(c3ccccc3C)CC2)ccc1O
 : 102.0	-8.5	-0.4	0.3	0.6	-2.4	·	-7.6	2.0	18.1
[24] CCOC(=O)Nc1cccc(OCC(=O)Nc2ccccc2OC)c1
 : ·	2.2	15.4	0.2	3.2	-1.6	-1.6	-7.4	5.3	0.0
[25] COCCNC(=O)c1cc(-c2ccccc2)nn1Cc1cc(C)no1
 : 105.6	0.1	3.5	-4.1	-0.6	0.9	-0.9	0.2	-1.8	·
[26] CCOc1ccc(NC(=O)c2ccc(Cl)c(NC(=O)c3ccco3)c2)cc1
 : 112.6	-1.5	7.9	0.4	1.2	-2.0	-4.7	-2.2	-0.9	-1.9
[27] COc1ccc(-c2cccc(C3CC=CC4C3C(=O)N(Cc3ccccc3)C4c3ccc(C(F)(F)F)cc3)c2)cc1 (centres undefined)
 : 96.6	-2.5	-0.1	3.8	2.1	-0.8	-3.4	-12.0	-1.8	·
[28] COc1ccccc1CCNS(=O)(=O)CCNC(=O)c1ccc2c(c1)OCO2
 : 101.3	-33.8	3.7	-5.5	0.2	-4.0	-1.2	2.9	2.9	2.2
[29] O=C(Cn1ccc(=O)[nH]c1=O)c1ccc([N+](=O)[O-])o1
 : 104.7	·	·	·	·	·	·	-8.9	-0.9	5.4
[30] Cc1ccc(NCc2n[nH]c(=S)n2-c2ccccc2)cc1
 : 103.6	3.7	-21.1	-0.8	-0.1	-2.0	-1.8	2.1	-2.8	0.3
[31] Cc1noc(C)c1S(=O)(=O)N(C)CC(=O)NCc1ccccc1
 : ·	-6.1	0.3	1.3	-0.6	1.1	-0.5	1.1	-2.0	-1.9
[32] CCCc1cc(=O)oc2cc(OC(C)C(=O)NCC3CCC(C(=O)O)CC3)c(Cl)cc12 (centres undefined)
 : 100.2	-4.7	-0.5	2.0	0.7	1.3	-4.3	-2.3	-1.8	·
[33] S=c1nc(NCc2ccc3c(c2)OCO3)c2ccccc2[nH]1
 : 95.0	7.8	20.4	-0.1	-0.7	-0.8	-3.6	-3.3	-1.4	-1.5
[34] CC1(C)CC(=O)c2cc(C(=O)N3CCN(CCO)CC3)c(=O)n(-c3ccc(Cl)cc3)c2C1
 : 85.6	4.9	-0.4	2.0	1.0	-2.0	0.6	1.4	-1.6	-0.9
[35] CC(=O)c1sc2nc(SCC(=O)N3CCCCC3)[nH]c(=O)c2c1C
 : 114.5	-11.0	-2.0	-11.0	-2.0	-0.5	3.6	-0.8	2.1	16.8
[36] CCN(CC)C(=O)CC(c1cc(OC)c(OC)c(OC)c1)c1c(OC)cc(OC)c2c(-c3ccccc3)cc(=O)oc12 (centres undefined)
 : 109.2	-6.5	8.2	-2.9	0.0	-2.3	-0.2	-4.2	4.1	·
[37] Cc1ccc(NS(=O)(=O)c2ccc(C)c(NC(=O)c3ccc(S(=O)(=O)N4CCCCCC4)cc3)c2)c(C)c1
 : 101.3	·	·	·	·	·	·	-6.1	-2.1	0.3
[38] COc1cccc(N2C(=O)C3CCCN3C2=S)c1 (centres undefined)
 : 84.5	-0.4	-0.7	-3.8	1.8	-0.3	-2.8	-1.9	-0.1	-2.9
[39] O=C(COC(=O)Cc1ccc(Cl)cc1)Nc1ccccc1F
 : 98.2	-3.6	5.8	-3.8	-0.1	-0.6	-3.9	-0.5	-3.3	-2.9
[40] Cc1nc(-c2ccccc2OC(F)(F)F)[nH]c(=O)c1Cl
 : 104.7	-1.9	11.6	-1.1	1.6	-0.5	-0.5	-4.7	7.3	-1.4
[41] COc1cccc(C(=O)Nc2c[nH]c(=O)[nH]c2=O)c1
 : 99.7	-12.3	-9.9	-4.4	0.0	-2.1	-1.8	-1.8	-1.5	-0.9
[42] Cc1ccc(C(=O)NC(=S)Nc2ccc(N3CCOCC3)cc2)cc1
 : 101.6	3.0	14.0	-2.7	0.3	-3.4	-1.1	2.4	7.8	-0.8
[43] Nc1ccc(C(=O)OC2CCOC2=O)cc1[N+](=O)[O-] (centres undefined)
 : 94.4	5.6	-0.8	-2.1	1.2	-2.2	-7.8	0.0	2.8	-0.4
[44] COc1ccc2nc(C)cc(Nc3ccc(C(=O)O)cc3)c2c1
 : 103.7	-1.0	-6.7	-3.5	2.4	0.2	3.0	-4.1	-1.2	·
[45] COc1cc(C(=O)NNC(=O)CN2C(=O)NC3(CCCC3)C2=O)cc(OC)c1OC
 : 101.8	-8.8	-2.2	2.4	0.9	-0.1	-3.1	-2.5	3.8	1.9
[46] Cc1sc2nc(CSC(C)C(=O)N(C)CC(=O)Nc3ccccc3C(F)(F)F)[nH]c(=O)c2c1C (centres undefined)
 : 107.4	-3.5	-19.1	3.9	-0.9	-2.7	-3.2	0.6	3.4	-0.9
[47] Cc1ccc(NC(=O)COC(=O)c2ccco2)cc1
 : 98.4	-1.3	5.7	-2.5	0.1	-2.0	-1.8	-1.3	-4.2	-3.7
[48] NC(=O)C1CCN(C(=O)COc2ccc3ccccc3c2Br)CC1
 : ·	-3.7	22.9	-4.4	1.4	-0.5	·	-1.7	-0.8	-0.1
[49] COc1ccc(N2CCN(C(CNC(=O)C(=O)NCCCO)c3ccco3)CC2)cc1 (centres undefined)
 : 103.7	0.2	-4.4	-3.4	-0.2	-2.6	-2.0	2.6	-0.4	-0.4
[50] S=C(NCCc1ccccc1)Nc1cccc2cnccc12
 : 112.5	-0.8	-32.9	-1.2	0.6	-0.3	-1.3	-0.6	-6.0	3.6
[51] O=C(COc1ccc(S(=O)(=O)N2CCOCC2)cc1)NCc1ccccc1
 : 113.2	4.1	5.3	4.7	0.0	-0.6	-5.7	0.6	0.0	-0.5

High-throughput results as filed in PubChem BioAssay.
